# From PubChem BioAssay
# cytoskel mod: modifiers of F-actin cytoskeleton organization, primary screen, imaging, HUVEC, phalloidin staining, high-content imaging; HUVEC TNFa F-actin phalloidin imaging; inhibition, % at 2 µM; hit rate 0.18% among 91,000; AID 836, 2007;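 active means inhibition above the batch mean plus 3 SD and confirmed as a hit by visual image inspection, cut at about 30% in these data, passing the limit was not always enough; inconclusive means above the inhibition threshold but rejected on visual inspection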; further: strong numbers were not always called active
# VCAM1 TNFa inh: inhibitors of TNFa-induced VCAM1 expression, primary screen, imaging, HUVEC, TNFa stimulus, immunofluorescence; HUVEC TNFa-induced VCAM-1 immunofluorescence, high-content imaging; inhibition, % at 2 µM; hit rate 0.48% among 95,000;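 active means inhibition above the batch mean plus 3 SD, with images confirmed as a hit by eye, cut at about 37% in these data; inconclusive means inhibition above that limit but hit not confirmed in images; inactive means inhibition not above that limit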;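 further: 0% = TNF-stimulated DMSO wells and 100% = unstimulated control wells; not every result past the cut was called active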
# HUVEC tox IL1B: cytotoxicity in IL-1B stimulated HUVEC, primary screen, cytotoxicity control for IL-1B NFkB translocation project, imaging, Hoechst nuclear count, IL-1B stimulus | HUVEC cell count loss | cell count reduction, % at 2 µM | hit rate 0.41% among 94,000 | AID 845, 2007;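 active means cell count reduction more than 3 SD above the screen-wide mean, cut at about 70% in these data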;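 further: normalized per plate to untreated control cells as the no-loss baseline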
# sEH inh: soluble epoxide hydrolase inhibitors, primary screen, biochemical, human sEH; AID 707, 2007; Bifunctional epoxide hydrolase 2 (Homo sapiens), P34913; hit rate 0.34% among 91,000; recombinant human sEH enzymatic activity assay; inhibition, % at 2 µM; in the data active means inhibition above about 80%; further: values of inactives mirror those of a sister screen read the other way; many of its hits are not listed in these tables
# Plk1 PBD FP: Plk1 polo box domain binding inhibitors, primary screen, biochemical, fluorescence polarization; Serine/threonine-protein kinase PLK1 (Homo sapiens), P53350; Plk1 PBD phosphopeptide binding; inhibition, %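 (tested at about 20 µM)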; hit rate 0.13% among 97,000; AID 693, 2007; in the data active means inhibition above about 34%, passing the limit was not always enough
# Target sequence (P53350 whole entry, looked up, the tested form may be a part): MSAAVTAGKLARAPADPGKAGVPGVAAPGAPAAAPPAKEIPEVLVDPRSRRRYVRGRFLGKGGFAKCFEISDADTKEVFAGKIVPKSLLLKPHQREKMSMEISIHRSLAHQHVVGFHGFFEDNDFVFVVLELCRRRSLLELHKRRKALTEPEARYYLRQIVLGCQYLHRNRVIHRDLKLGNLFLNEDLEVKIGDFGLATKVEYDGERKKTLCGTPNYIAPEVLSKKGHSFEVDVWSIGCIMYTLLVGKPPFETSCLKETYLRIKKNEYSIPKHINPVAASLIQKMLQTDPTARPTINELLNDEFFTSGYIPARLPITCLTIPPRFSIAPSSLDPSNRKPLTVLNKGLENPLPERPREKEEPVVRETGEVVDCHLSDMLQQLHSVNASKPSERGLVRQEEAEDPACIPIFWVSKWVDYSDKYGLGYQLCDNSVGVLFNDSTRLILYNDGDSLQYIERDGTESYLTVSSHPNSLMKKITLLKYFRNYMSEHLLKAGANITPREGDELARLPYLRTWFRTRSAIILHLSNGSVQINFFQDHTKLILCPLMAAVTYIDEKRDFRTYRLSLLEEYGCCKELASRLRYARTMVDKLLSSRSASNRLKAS
# TNFa cytotox: cytotoxicity in TNFa-stimulated HUVEC, primary screen, cytotoxicity control for VCAM1 expression modulator project, imaging, Hoechst nuclei count. HUVEC TNFalpha-stimulated, Hoechst cell count. cell count reduction, % at 2 µM. hit rate 0.17% among 93,000. AID 848, 2007;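 active means cell count reduction exceeding the screen mean by over 5 SD, scaled to untreated wells per plate, cut at about 78% in these data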;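 further: cells counted after 24 h of TNF alpha exposure following the 1 h pretreatment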
# PLK1 kinase inh: human PLK1 kinase inhibitors, primary screen, biochemical, TR-FRET; Serine/threonine-protein kinase PLK1 (Homo sapiens), P53350; recombinant PLK1 kinase, TR-FRET peptide phosphorylation; inhibition, % at 10 µM; hit rate 0.53% among 97,000;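 active means inhibition of 50% or more in the single-concentration screen; inactive means inhibition below 50%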;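 further: 0% = DMSO max control and 100% = H-89 dihydrochloride min control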
# E coli WT exp: growth inhibitors of wild-type E. coli, primary screen, strain BW25113, expanded library, OD600. OD600 absorbance. growth inhibition, % at 100 µM. hit rate 0.15% among 98,000. AID 710, 2007;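 active means growth inhibition above about 50% at one test dose, limit read from the data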;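 further: growth measured after 20 h incubation at 37 °C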
# hDAT+cocaine: changed hDAT dopamine uptake under cocaine IC80, either direction, primary screen, cocaine antagonist project, cell-based, LLC-PK1 hDAT, [14C]-dopamine uptake, MLSMR | AID 449768, 2010 | Sodium-dependent dopamine transporter (Homo sapiens), Q01959 | B-score at 10 µM | hit rate 1.3% among 110,000 | LLC-PK1 hDAT cells, [14C]-dopamine uptake with cocaine IC80; actives deviate in either direction;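 active means Z score or B-score, a plate-position-corrected score, falls beyond the plate's 99.7% confidence bounds, in either direction; inactive means both scores lie inside the 99.7% bounds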;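 further: scored against the spread of the other compound wells on the same plate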
# * marks the source's active call; other numbers are inactive results; ? = inconclusive; . = not tested or not shown. Compounds as they come. About 3.4% of those tested had a hit in this group.
cpd	molecule	Plk1 PBD FP	cytoskel mod	VCAM1 TNFa inh	hDAT+cocaine	PLK1 kinase inh	E coli WT exp	HUVEC tox IL1B	sEH inh	TNFa cytotox
1	Cc1ccc(-n2c(Cc3cccn3C)nnc2SCC(N)=O)cc1	8.5	3.9	12.1	-0.392	-20.7	5.0	.	.	-22.0
2	CCOC(=O)N1CCC(Nc2c(-c3ccc(C)c(C)c3)c(=O)c2=O)CC1	1.0	0.3	7.5	-1.26	-14.0	0.0	2.4	-21.8	-5.5
3	COc1ccc(-c2csc3nc(C)n(-n4cccc4)c(=O)c23)cc1	-23.3	19.1	14.6	-0.237	6.4	.	23.6	-3.7	-63.7
4	CCOc1[nH]n(-c2ccc(Cl)cc2)c(=O)c1C=Nc1ccc(Cl)cc1	-3.0	9.8	-2.1	0.739	2.0	-13.0	1.0	5.2	-9.0
5	CCN(CC)S(=O)(=O)c1ccc(-c2nnc(SCc3nnc(-c4ccc(C)cc4)o3)n2CC)cc1	-2.0	-3.5	0.4	0.281	-29.9	-4.0	-42.6	-5.3	-21.7
6	Clc1ccc(SCCn2cncn2)cc1	-1.9	-15.6	-2.6	.	-0.3	7.0	-6.0	14.8	11.1
7	COc1cc2c(cc1OC)CN(C(=O)C(C)(C)C)CC2	26.2	?	.	0.812	-0.9	-3.0	14.7	-19.4	.
8	O=C(Cn1nnc2ccccc21)N1CCCCC1	11.8	-2.4	11.7	-0.254	-8.1	6.0	-26.9	5.3	6.7
9	CCOC(=O)C1=C(O)/C(=C/c2ccc(-c3ccccc3C(=O)O)o2)SC1=Nc1ccc(OC)cc1	-27.3	-8.4	-7.4	-0.839	31.1	-6.0	-19.4	8.2	-44.7
10	Cc1nc(C)c(C(=O)Nc2ccc(Oc3ccccc3)cc2)o1	4.1	1.7	10.2	1.72	-7.2	-1.0	-31.7	19.7	-1.3
11	O=C(Cn1cnc2c(cnn2-c2ccccc2)c1=O)OCc1ccccc1	-23.4	-1.3	2.2	1.07	50.2*	1.0	-7.9	17.7	-1.9
12	Cc1occc1C(=O)NCc1ccc(C(=O)O)o1	18.1	3.8	21.4	-0.951	-3.6	2.0	-1.1	0.3	-3.5
13	Cc1cc(OCC(=O)Nc2ccc(S(=O)(=O)N3CCN(C)CC3)cc2)cc(C)c1Cl	-3.1	17.6	24.4	-0.198	-14.7	5.0	-4.2	9.2	-6.2
14	COCC(=O)N(c1ccc(C(C)C)cc1)C1C=CS(=O)(=O)C1 (stereo unspecified)	-10.5	4.1	31.3	-0.373	-9.3	-4.0	-25.4	1.9	-19.0
15	COc1ccc2c(=O)c3c(=O)n(Cc4ccco4)c(C(C)C)nc3oc2c1	-7.5	12.1	42.0	0.0943	-5.2	.	6.9	2.3	73.4
16	COc1cccc(Nc2nc3ccccc3n3nnnc23)c1	11.2	.	-8.6	0.015	-9.3	-1.0	5.1	-11.8	-4.7
17	COc1ccc(CNc2oc(Cc3cccc4ccccc34)nc2C#N)cc1	-9.0	0.9	-6.3	3.47	-2.4	-21.0	-14.7	9.9	-10.3
18	COC(=O)C1=C(C)NC(=O)/C1=C\c1ccc2c(c1)OCO2	5.1	-9.0	-3.7	-1.02	25.6	-2.0	-0.5	4.8	-3.6
19	COc1ccc(NC(=O)CCCCCN2C(=O)CCC2=O)cc1Cl	1.9	-0.3	-5.2	-0.0771	-5.0	5.0	10.7	10.3	-1.6
20	CC(C)C(NC(=O)CNC(=O)OC(C)(C)C)C(=O)NCc1ccccc1 (stereo unspecified)	-7.5	17.1	3.1	0.0036	-9.6	-1.0	-4.4	55.9	-7.8
21	CCn1cc(C(=O)N2CCCC2)c(=O)c2cc(S(=O)(=O)N3CCOCC3)ccc21	-2.9	-13.4	-13.4	-0.929	-3.1	8.0	-3.8	-5.7	0.4
22	Nc1ccc(C(=O)OCCCc2nc3ccccc3[nH]2)cc1	0.3	10.9	14.2	0.509	-4.8	.	13.4	-13.4	-11.4
23	COc1cc(Cl)c(C)cc1NC(=O)CCCN1C(=O)CCC1=O	-2.3	2.1	18.2	-0.855	-2.3	4.0	7.3	-4.3	-24.7
24	CCOC(=O)c1ccccc1NC(=O)CN1C(=O)CCS(=O)(=O)c2ccccc21	-31.1	0.4	9.9	0.173	-0.8	4.0	-5.1	-1.9	-1.5
25	Cc1ccccc1OC(=O)n1c(=S)oc2cc(Cl)ccc21	-34.1	-6.2	7.5	0.611	-6.1	41.0	-1.3	-5.4	3.8
26	CC(C)OCC(O)Cn1c(N2CCCC2)nc2c1c(=O)[nH]c(=O)n2C (stereo unspecified)	-6.0	-35.1	-11.2	0.421	-4.8	-6.0	-7.6	-1.7	-10.3
27	Cn1c(=O)c2c(nc(N3CCN(c4ccccn4)CC3)n2Cc2ccc(Cl)cc2Cl)n(C)c1=O	10.9	-2.1	7.4	.	1.0	-7.0	-0.3	9.3	-7.3
28	CCOC(=O)c1c(NC(=O)CNCCOC)sc2c1CCCC2	-5.5	11.9	-1.0	-1.21	-7.0	.	-30.9	-5.3	-22.4
29	Cc1ccc(NC(=O)CSc2nnc(CN3CCOCC3)n2-c2ccccc2)cc1	17.8	-1.3	24.9	0.986	-12.0	.	-0.9	-0.5	.
30	COc1ccc(NC(=O)CS(=O)CC(=O)Nc2cc(Cl)ccc2OC)cc1 (stereo unspecified)	-1.1	-27.2	-11.3	-0.991	-8.6	-2.0	-4.8	4.0	6.1
31	CSc1ccccc1NC(=O)c1cc(C(C)C)on1	12.2	.	0.3	-0.0282	7.8	6.0	0.8	-21.4	-7.5
32	CC(C)N1CC=C2C(C#N)=C(N)C(C#N)(C#N)C(c3ccccc3)C2C1 (stereo unspecified)	-3.9	.	.	-0.758	2.5	4.0	-9.8	7.3	.
33	CCc1cccc2c(C=C(C#N)C#N)cn(CC(=O)N3CCCCCC3)c12	2.4	4.4	-11.4	0.59	-4.5	-19.0	-6.4	12.3	6.0
34	COC(=O)c1ccccc1COn1c(=O)c(C)[n+]([O-])c2ccccc21	-0.6	12.1	16.0	-1.82	-11.4	5.0	-10.0	14.8	-14.0
35	CN1CCN(C(=O)c2cn(-c3ccccc3)nc2-c2cccnc2)CC1	14.4	-0.4	10.3	0.0232	-6.3	-1.0	15.4	-11.2	2.3
36	Cc1ccccc1CNC(=O)c1ccccc1C	-15.1	5.6	-3.1	0.866	-3.1	2.0	-187.9	4.1	-22.5
37	O=C(NNC(=O)c1ccc(SCC2CCCO2)c([N+](=O)[O-])c1)c1ccc(F)cc1 (stereo unspecified)	5.9	-10.8	1.1	-0.446	-10.6	-4.0	2.7	16.3	-12.3
38	O=C(CCCc1c[nH]c2ccccc12)N1CCN(S(=O)(=O)c2cccs2)CC1	-5.6	11.6	-15.9	-0.0302	-7.7	-8.0	-23.3	9.8	-27.7
39	CCn1c(=N)n(CC(O)COc2cccc(C)c2)c2ccccc21 (stereo unspecified)	-19.4	-5.7	7.0	0.0113	-5.3	7.0	1.9	9.9	-9.6
40	CCC(=O)NC(C)C(c1cccs1)N1CCOCC1 (stereo unspecified)	0.9	2.8	5.4	0.594	-5.5	.	1.1	.	-21.7
41	CC(C)c1cc(C(=O)Nc2cccnc2)no1	-9.5	-13.4	11.9	0.143	-13.4	16.0	-29.8	-15.3	-9.1
42	COc1cc2c(cc1NC(=O)COC(=O)Cn1cnc3ccccc31)oc1ccccc12	-17.3	-10.6	-18.0	-0.00287	8.4	-8.0	-27.6	.	-16.9
43	Cc1ccsc1C(=O)OCC(=O)N1CC(=O)Nc2ccccc21	3.1	-2.2	8.0	0.0819	-10.1	3.0	-6.1	4.8	-26.1
44	CC1=NOC(=O)/C1=C/c1ccc(N(C)C)cc1	-14.2	26.6	15.2	0.113	-63.2	6.0	4.2	-0.5	-6.5
45	CCC(=O)Nc1ccc(NC(=O)CSc2nc3cc4c(cc3cc2C)CCC4)cc1	-27.4	-12.9	6.2	-0.284	33.3	-11.0	-69.7	-5.0	-11.0
46	O=C(Nc1ccc(OC(=O)c2cccnc2)cc1)c1cccnc1	-7.3	.	14.9	-1.25	1.0	-1.0	-10.4	-1.1	21.1
47	Cn1nc(-c2ccc(Cl)cc2)c2cc(C(=O)NCCCN3CCOCC3)sc21	-8.1	0.8	18.9	-0.458	-7.1	-10.0	6.4	-6.1	-16.1
48	Cn1cccc1C(=O)N1CCN(c2cccc(C(F)(F)F)c2)CC1	-9.8	.	19.1	-0.481	-7.8	0.0	-34.4	11.8	-7.0
49	CCCCCN(C(=O)COC(=O)c1ccc(Br)o1)c1c(N)n(CCCC)c(=O)[nH]c1=O	-21.9	1.4	4.5	.	-17.6	-6.0	-8.0	-2.3	-15.8
50	CCOC(=O)C1=C(C)N(C)C(C)=C(C(=O)OCC)C1c1ccccc1	18.7	-0.8	14.5	-0.0331	-14.6	.	-16.1	-6.2	-21.3
51	O=C(Nn1c(Cc2cccs2)nc2ccccc2c1=O)c1ccc(F)c(F)c1	-33.3	-8.8	-18.5	-0.285	-5.1	.	-16.2	6.5	0.4
52	C=CCn1c(SCC(=O)Nc2sccc2C(N)=O)nc2sc(C)c(C)c2c1=O	3.8	.	.	-0.576	-9.3	-8.0	0.0	6.2	.
53	Cc1ccc(CC2CC(=O)N(c3cc(C)on3)C2=O)cc1 (stereo unspecified)	6.0	.	.	-0.85	70.0*	1.0	.	.	.
54	O=C(O)c1ccc(CSc2nnc(SCc3ccccc3)s2)cc1	-13.1	10.0	-5.4	-0.419	-14.2	3.0	9.3	9.4	-5.2
55	CC1=Nn2c(nnc2-c2cccs2)SC1	14.6	7.2	9.4	-3.35*	0.2	-1.0	2.8	5.0	-21.0
56	Cc1ncc(N=Nc2ccccc2)c(-c2ccccc2)n1	-22.8	34.9	-4.6	0.305	-6.7	3.0	-21.7	-11.3	-13.6

# Going on with the list.
cpd	molecule	Plk1 PBD FP	cytoskel mod	VCAM1 TNFa inh	hDAT+cocaine	PLK1 kinase inh	E coli WT exp	HUVEC tox IL1B	sEH inh	TNFa cytotox
57	COc1ccc(S(=O)(=O)N(n2c(C)nnc2-n2nc(C)cc2C)S(=O)(=O)c2ccc(OC)cc2)cc1	-1.4	-5.6	19.0	-0.0195	-3.4	.	-3.4	1.5	-33.3
58	COc1ccccc1NC(=O)N1CCCC1C(=O)Nc1ccc(NC(C)=O)cc1 (stereo unspecified)	40.7	64.4	8.6	-0.515	-4.8	-3.0	-16.9	4.9	-14.3
59	CC(=O)c1cccc(NC(=O)CCOc2ccccc2)c1	-9.4	-3.4	20.7	0.0455	-2.1	12.0	4.0	9.8	-12.8
60	O=C(Cn1ccc([N+](=O)[O-])n1)NCc1ccco1	-19.7	-18.8	12.7	1.47	-10.0	2.0	-18.4	-5.0	9.9
61	C=C1CSc2nc3ccccc3c(=O)n21	-21.7	24.6	12.7	0.0114	-3.4	7.0	8.9	-5.2	-23.1
